From PubChem BioAssay
p53null 32C kill – kills p53 null cells at the permissive temperature; Potency, µM (doses to about 46.1 µM), for the others: at the top dose activity change, negative = cytotoxicity, actives largely listed as cytotoxic; 0.62% of 55,000 active; H1299-neo p53 null cells, ATP luminescence, 24 h, 32C; AID 903;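 further: 0% = DMSO only and -100% = full killing by 100 µM tamoxifen; nearly all actives have a fitted effect of over 55% in size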
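Overnight 37C seeding (600 cells/well) of H1299-neo preceded a 24 hr, 32C exposure to compounds up to 46 uM. ATP levels, read by luminescence after 20 min at RT, indicated surviving cells.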
p53null 39C kill – kills p53 null cells at the nonpermissive temperature | H1299 p53-null (neo) cells, 39C, ATPlite viability, 24 h | Potency, µM (series often up to 46.1 µM), without a hit: at the top dose activity, negative = cell killing, hits mostly cytotoxic | 0.97% of 55,000 active;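 further: 0% = DMSO only and -100% = full killing by 100 µM tamoxifen; nearly all actives have a fitted effect of over 50% in size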
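Temperature-shift cytotoxicity format: compound titrations on p53-null or A138V-expressing H1299 cells held 24 hr at 39C, cell ATP then measured, AC50 from Hill model.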
Starred values were filed as active, the others as inactive; u = inconclusive; [ ] = remark or other dose. The call rests on the fitted dose curve; in most records, active means well fitted cell-killing curve with a large enough effect; inconclusive means small, poorly fitted or top-dose-only effect; inactive means no such curve, though single readings can be large or run the other way. Potency means the concentration at half of the fitted maximal effect. An excerpt (hit frequency here may not be typical).

Screens in order – p53null 32C kill	p53null 39C kill
(1) CCc1cc2c(=O)c(-c3nc4ccccc4n3C)c(C)oc2c(CN2CCN(C)CC2)c1O
    -1.3%	15.3%
(2) Cc1ccc(S(=O)(=O)N2CCSC2C(=O)O)cc1 (stereo not given)
    8.1%	5.5%
(3) O=C(O)c1ccccc1C(=O)N1CCN(c2cccc(Cl)c2)CC1
    -11.4%	-0.7%
(4) Nc1nnc(SCC(=O)Nc2ccc3nc(SCC(=O)Nc4ccccc4)sc3c2)s1
    -5.3%	-13.2%
(5) C=CCn1c(/N=C/c2ccc3c(c2)OCO3)nc2ccccc21
    6.2%	37.8%
(6) Brc1ccc(Cn2c(-c3cncs3)nc3ccccc32)cc1
    3.2%	u
(7) Cc1ccc(-n2c(-c3ccccc3)n[nH]c2=S)cc1
    2.8%	10.6%
(8) CCC(=O)Nc1ccc2nc(C)n(Cc3ccccc3Cl)c(=O)c2c1
    6.8%	-2.3%
(9) CC(C)OC(=O)c1cc2ccccc2[nH]1
    -16.3%	-18.2%
(10) CC(C)(C)c1ccc(S(=O)(=O)N2CCC(c3nc4ccc(Cl)cc4[nH]3)CC2)cc1
    7.0%	5.1%
(11) CCCn1c(=S)[nH]c2cc(C(=O)N3CCN(c4ccccc4OC)CC3)ccc2c1=O
    1.2%	5.2%
(12) CC12CN3CC(C)(CN(C1)C3c1ccccc1Cl)C2O (stereo not given)
    -4.0%	-7.6%
(13) CCc1ccc2oc(C(=O)NCc3ccncc3)c(C)c2c1
    -10.2%	-17.3%
(14) CC1SC(c2ccc(Cl)cc2Cl)NC1=O (stereo not given)
    3.7%	-9.9%
(15) CC(Oc1ccc(Cl)cc1Cl)C(=O)Nc1cccnc1 (stereo not given)
    3.2%	15.1%
(16) CCCN(CCC)C(=O)c1ccc2c(c1)OCO2
    0.2%	-9.2%
(17) O=C(c1sc(N2CCOCC2)nc1-c1ccccc1)N1CCCCC1
    -10.5%	-5.4%
(18) CCN(CC)CCNC(=O)C(C)c1nn(CC)c(=O)c2ccccc12 (stereo not given)
    3.6%	10.2%
(19) O=C(O)CCC(=O)Nc1ccccc1C(=O)NCc1ccco1
    -11.0%	-7.7%
(20) COc1ccc(Nc2c(C)cccc2C)cc1
    -1.3%	-3.2%
(21) CCN(Cc1ccccc1)C(c1ccccn1)c1nnnn1C1CCCCC1 (stereo not given)
    0.5%	4.4%
(22) CCOC(=O)c1c(NC(=O)CSc2nnc(CNc3ccc(Cl)cc3)o2)sc(C)c1C
    0.9%	0.7%
(23) O=C(Nc1cccc(Cl)c1Cl)C1CCN(c2ncccn2)CC1
    10.8%	8.3%
(24) CC1CCN(S(=O)(=O)c2ccc(S(=O)(=O)NCc3ccco3)cc2)CC1
    -6.6%	7.6%
(25) Cc1ccc(C2CC(C(F)F)n3ncc(C(=O)Nc4c(C)nn(Cc5c(F)cccc5Cl)c4C)c3N2)cc1 (stereo not given)
    -10.2%	17.4%
(26) O=C(Oc1cccc(-n2cnnn2)c1)c1ccco1
    11.4%	13.0%
(27) COc1ccc(C(=O)Nc2cccnc2)cc1OC
    7.3%	13.2%
(28) C/C(=N\NC(=O)c1ccccc1F)c1ccc2c(c1)Nc1ccccc1S2
    -22.1%	-22.8%
(29) COc1cccc(C(=O)Nc2cccc(C(=O)NC3=NN(c4c(Cl)cc(Cl)cc4Cl)C(=O)C3)c2)c1
    5.1%	1.0%
(30) O=C(CN1CCN(Cc2ccccc2)CC1)NCC1COc2ccccc2O1 (stereo not given)
    -7.5%	-7.8%

Continued (2 carried over from the part before).
Screens in order – p53null 32C kill	p53null 39C kill
(29) COc1cccc(C(=O)Nc2cccc(C(=O)NC3=NN(c4c(Cl)cc(Cl)cc4Cl)C(=O)C3)c2)c1
    5.1%	1.0%
(30) O=C(CN1CCN(Cc2ccccc2)CC1)NCC1COc2ccccc2O1 (stereo not given)
    -7.5%	-7.8%
(31) COc1cccc(NC(=O)NC2(C(F)(F)F)Oc3ccccc3O2)c1
    4.9%	u
(32) Cc1cccc2cc(CN(CCCO)C(=O)Nc3ccc(Cl)cc3)c(=O)[nH]c12
    -3.1%	-16.3%
(33) Cc1cc(C(=O)CN2CCC(C)CC2)c(C)n1-c1ccc(F)cc1
    -4.8%	11.5%
(34) CCCCCNC(=O)C1CC=CCC1C(=O)O (stereo not given)
    -5.4%	3.5%
(35) O=C(CN1C(=O)C2CC=C(Cl)CC2C1=O)N1CCOCC1 (stereo not given)
    -4.4%	-10.3%
(36) COc1ccc(C(=O)Nc2nc3ccccc3[nH]2)cc1OC
    -27.5%	-26.4%
(37) Cc1cccc(CC(=O)Nc2c3c(nn2-c2cccc(Cl)c2)CS(=O)C3)c1 (stereo not given)
    5.2%	-12.0%
(38) COC(=O)C1=C(C)N(C)C(=O)/C1=C\c1cccs1
    -7.7%	-1.4%
(39) CCC(=O)Nc1c(OC(=O)CC)ccc2c(C)cc(=O)oc12
    17.5%	-5.1%
(40) C=C(C)c1cccc(C(C)(C)NC(=O)Nc2ccc(Cl)cn2)c1
    1.5%	-18.0%[1.84 µM]
(41) COc1ccc(-c2nnc3sc(C(C)N4C(=O)c5ccccc5C4=O)nn23)cc1 (stereo not given)
    -9.4%	-15.1%
(42) CCC1(CC)Cc2ccccc2C(N)=C1C#N
    0.0%	18.4%
(43) O=C(CSc1nnc(-c2c[nH]c3ccccc23)o1)c1ccc(-c2ccccc2)cc1
    -2.7%	-9.6%
(44) COC(=O)CN1C(=S)N(c2ccc(Cl)cc2)C(=O)C1CC(=O)Nc1ccc(F)cc1 (stereo not given)
    -6.5%	10.0%
(45) CCC(C)Sc1nc2c(c(=O)[nH]c(=O)n2C)n1CCc1ccccc1 (stereo not given)
    -9.8%	-1.9%

A few values from the entries so far:
CC(C)OC(=O)c1cc2ccccc2[nH]1 @ p53null 39C kill = -18.2%
Cc1ccc(-n2c(-c3ccccc3)n[nH]c2=S)cc1 @ p53null 32C kill = 2.8%
CCc1cc2c(=O)c(-c3nc4ccccc4n3C)c(C)oc2c(CN2CCN(C)CC2)c1O @ p53null 39C kill = 15.3%
C/C(=N\NC(=O)c1ccccc1F)c1ccc2c(c1)Nc1ccccc1S2 @ p53null 39C kill = -22.8%
CCCN(CCC)C(=O)c1ccc2c(c1)OCO2 @ p53null 32C kill = 0.2%

Additional results.
Screens in order – p53null 32C kill	p53null 39C kill
(46) CC1=CCC(C(=O)O)C(C(=O)Nc2nc3ccc(S(C)(=O)=O)cc3s2)C1 (stereo not given)
    4.0%	-7.5%
(47) CC(C)CCOc1ncnc2c1sc1nc3c(cc12)CSC(C)(C)C3
    3.9%	6.9%
(48) COc1ccccc1NC(=O)N(Cc1ccco1)Cc1cc2c(C)ccc(C)c2[nH]c1=O
    -12.9%	-11.2%
(49) Cc1ccc(C(=O)Nc2ccc(S(=O)(=O)N3CCN(C)CC3)cc2)cc1
    -2.1%	-2.4%
(50) COc1ccc(NC(=O)c2ccc(Cc3ccc(C)cc3)o2)cc1
    13.1%	22.3%
(51) Cc1cc(=O)oc2cc(OCC(=O)N/N=C/c3cc([N+](=O)[O-])ccc3O)ccc12
    1.3%	-10.1%[1.84 µM]
(52) CC1C/C(=N/Nc2ccc([N+](=O)[O-])cc2[N+](=O)[O-])CC(C)(C)C1 (stereo not given)
    10.5%	17.0%
(53) CCOc1cc2[nH]c(=O)n(CCCCC(=O)NCc3ccco3)c(=O)c2cc1OCC
    0.4%	3.6%
(54) COC(=O)c1ccc(NC(=O)CCN2CCN(CCC(=O)Nc3ccc(C(=O)OC)cc3)CC2)cc1
    5.2%	3.1%
(55) CC(C)Cc1cc(C(=O)NCCc2ccccc2)no1
    -4.5%	0.1%
(56) CCCn1nnc(NC(=O)COc2ccc(CC)cc2)n1
    13.6%	12.0%
(57) CCOC(=O)C1CCN(S(=O)(=O)c2ccc(C(C)=O)cc2)CC1
    -1.8%	-0.3%
(58) COc1cccc(C2CN(c3ccc(F)cc3F)N=C2c2cccs2)c1OC (stereo not given)
    -2.2%	-4.3%
(59) O=C(Cn1nc(-c2ccccc2)ccc1=O)NCC1COCCO1 (stereo not given)
    -4.5%	-7.6%
(60) O=C(CCn1c(=O)sc2ccccc21)Nc1ccon1
    -10.2%	-18.3%

Entries of single compounds from above:
`COC(=O)c1ccc(NC(=O)CCN2CCN(CCC(=O)Nc3ccc(C(=O)OC)cc3)CC2)cc1` is entered as p53null 32C kill = 5.2%; p53null 39C kill = 3.1%
`Cc1cc(=O)oc2cc(OCC(=O)N/N=C/c3cc([N+](=O)[O-])ccc3O)ccc12` is entered as p53null 32C kill = 1.3%; p53null 39C kill = -10.1%[1.84 µM]

The main list resumes; the 3 compounds before the break are reprinted first.
Screens in order – p53null 32C kill	p53null 39C kill
(58) COc1cccc(C2CN(c3ccc(F)cc3F)N=C2c2cccs2)c1OC (stereo not given)
    -2.2%	-4.3%
(59) O=C(Cn1nc(-c2ccccc2)ccc1=O)NCC1COCCO1 (stereo not given)
    -4.5%	-7.6%
(60) O=C(CCn1c(=O)sc2ccccc21)Nc1ccon1
    -10.2%	-18.3%
(61) CCOCCCNC(=O)c1c[nH]c2ccc(C)cc2c1=O
    -9.9%	-12.0%
(62) COc1cc(-c2[nH]nc3c2C(c2ccoc2)C(C#N)=C(N)O3)cc(OC)c1OC (stereo not given)
    -8.3%	-8.1%
(63) CCn1c(SCC(=O)N2CCCc3ccccc32)nnc1-c1ccoc1C
    -5.2%	19.9%
(64) N#CC(Cc1ccc(OC(F)F)cc1)c1nc2ccccc2[nH]1 (stereo not given)
    -14.9%	-8.6%
(65) CCc1nnc(NC(=O)CSc2nc3cccnc3n2Cc2ccccc2)s1
    4.0%	-1.6%
(66) Nc1nc2n(n1)C(c1ccco1)CC(c1ccccc1)N2 (stereo not given)
    0.1%	-8.8%
(67) COC(=O)c1ccc(C(=O)OC)c(NC(=O)c2cnc3n(c2=O)CCS3)c1
    5.6%	21.1%
(68) CCOC(=O)c1[nH]c(C)c(C(=O)Nc2ccc(C)c(Cl)c2)c1C
    6.1%	-4.1%
(69) CCc1ccc2nc(N3C(=O)C(O)=C(C(=O)c4ccco4)C3c3cccs3)sc2c1 (stereo not given)
    -7.3%	-6.5%
(70) Cc1ccc(-n2c(C)cc(/C=N/NC(=O)CC3(C)OCCO3)c2C)cc1
    -8.3%	-8.9%
(71) CCCC(=O)N(CCN(C(=O)CCC)c1ccccc1)c1ccccc1
    1.5%	36.1%[activator]
(72) Cc1ccc(S(=O)(=O)N2CCN(CC(=O)N/N=C\c3cccnc3)CC2)cc1
    -4.3%	3.3%
(73) COC(=O)CSc1nnc(CCc2nc3ccccc3[nH]2)n1C
    -0.1%	-1.7%
(74) O=C(CNC(=O)c1ccccc1F)OCC(=O)N1CCCc2ccccc21
    4.7%	-1.5%
(75) COc1ccc(CNC(=O)COC(=O)c2n[nH]c3ccccc23)cc1OC
    -5.7%	1.1%
(76) Cn1c(=O)[nH]c2cc3ccccc3cc21
    -0.8%	-0.6%
(77) COCCNC(=O)Nc1ccc2nc(C)sc2c1
    2.7%	2.1%
(78) Cc1ccc(C(=O)NNC2=Nc3cccc4cccc2c34)cc1
    -7.6%	5.7%
(79) Cc1ccc(C)n1-c1sc2c(c1C#N)CCCC2
    -3.1%	-9.4%
(80) CCC(Sc1ncnc2c1c(-c1ccccc1)cn2-c1ccc(OC)cc1)C(=O)OC (stereo not given)
    4.6%	-1.5%
(81) COc1ccccc1N1CCN(C(c2cccs2)C(C)NC(=O)c2cccs2)CC1 (stereo not given)
    -5.3%	-21.1%
(82) COCCN1CCN(c2cc(-c3ccccc3)nc3cc(-c4cccc(F)c4)nn23)CC1
    u	-8.8%
(83) CSc1n[nH]c(NCc2ccc(C)cc2)n1
    20µM*	11.2µM*
(84) Cn1c(Cn2c(=O)sc3ccccc32)nnc1SCC(=O)N1CCOCC1
    -6.5%	8.4%
(85) COC(=O)/C=C1/S/C(=N/N=C/c2ccc(N(C)C)cc2)NC1=O
    -2.1%	16.5%
(86) CC1=C(CC/C(C)=N/NC(N)=S)C(C)(C)CCC1
    4.5%	-2.9%
(87) O=C1C(=O)N(CCN2CCOCC2)C(c2ccncc2)/C1=C(/O)c1ccc2c(c1)OCO2 (stereo not given)
    6.3%	25.2%
(88) O=C(Nc1ccc(Cl)c(Cl)c1)c1ccc(Cn2cc(Cl)cn2)cc1
    8.4%	2.9%
